Screening results deposited in PubChem by several laboratories.
IEC-6 tox = kills IEC-6 intestinal cells in KLF5 counter-screen. inhibition, % at 5 µM. 290,000 compounds, 0.78% hits. IEC-6 cytotoxicity, luminescence viability. AID 1825; in the data active = inhibition above about 22%;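 note: 0% = plate median of test compound wells and 100% = cytotoxic reference compound wells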
GSK3A inh = blocks human GSK-3 alpha kinase; 320,000 compounds, 0.1% hits; ADP-Glo luminescence, 60 min; P49840; inhibition, % at 10 µM;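 in the data active = inhibition above about 50%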;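 note: GST-tagged GSK-3 alpha with peptide substrate and 25 µM ATP; 0% = DMSO neutral wells and 100% = GW8510 positive control wells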
Target sequence (P49840 whole entry, looked up): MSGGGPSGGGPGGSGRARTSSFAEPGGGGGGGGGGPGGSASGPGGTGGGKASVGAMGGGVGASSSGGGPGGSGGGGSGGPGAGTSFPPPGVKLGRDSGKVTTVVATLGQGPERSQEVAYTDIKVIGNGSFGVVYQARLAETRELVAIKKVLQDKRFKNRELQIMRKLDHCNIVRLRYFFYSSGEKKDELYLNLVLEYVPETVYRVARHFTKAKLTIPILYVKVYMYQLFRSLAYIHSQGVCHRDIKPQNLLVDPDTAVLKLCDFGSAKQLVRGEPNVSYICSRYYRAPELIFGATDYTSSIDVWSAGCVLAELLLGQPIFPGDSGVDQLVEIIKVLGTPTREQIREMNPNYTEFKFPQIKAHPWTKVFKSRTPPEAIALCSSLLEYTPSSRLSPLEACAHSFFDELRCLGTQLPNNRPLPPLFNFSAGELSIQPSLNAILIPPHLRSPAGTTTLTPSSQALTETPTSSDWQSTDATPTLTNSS
HSP90 refold inh = blocks HSP90-mediated luciferase refolding in reticulocyte lysate; 290,000 compounds, 0.91% hits; Rabbit reticulocyte lysate, luciferase refolding luminescence, 3 h; inhibition, % at 5.6 µM;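 active = inhibition above the screen-wide mean plus 3 SD, computed separately per campaign, cut at about 16% in these data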;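 note: 0% = DMSO wells and 100% = 60 µM geldanamycin wells; inhibitors lower the luminescence because luciferase stays unfolded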
Platelet DG rel = platelet dense granule release activity; human platelet-rich plasma, SFLLRN dense granule ATP release, luminescence; 300,000 compounds, 0.22% hits; inhibition, %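 (compounds screened at 7.5 µM in platelet-rich plasma)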;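 active = mean replicate score, as percent of positive control, at or above 50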
GSK3beta inhib = blocks human GSK3beta kinase activity | P49841 | GST-GSK3beta kinase, ADP-Glo luminescence, 60 min; stronger effect = lower value | activity score (negative = inhibition), % at 10 µM | 300,000 compounds, 0.038% hits;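 active = more than half of replicate wells score below -50%, meaning over 50% inhibition versus plate controls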;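 note: 0% = median DMSO wells and -100% = median GW8510 positive control wells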
Target sequence (P49841 whole entry, looked up): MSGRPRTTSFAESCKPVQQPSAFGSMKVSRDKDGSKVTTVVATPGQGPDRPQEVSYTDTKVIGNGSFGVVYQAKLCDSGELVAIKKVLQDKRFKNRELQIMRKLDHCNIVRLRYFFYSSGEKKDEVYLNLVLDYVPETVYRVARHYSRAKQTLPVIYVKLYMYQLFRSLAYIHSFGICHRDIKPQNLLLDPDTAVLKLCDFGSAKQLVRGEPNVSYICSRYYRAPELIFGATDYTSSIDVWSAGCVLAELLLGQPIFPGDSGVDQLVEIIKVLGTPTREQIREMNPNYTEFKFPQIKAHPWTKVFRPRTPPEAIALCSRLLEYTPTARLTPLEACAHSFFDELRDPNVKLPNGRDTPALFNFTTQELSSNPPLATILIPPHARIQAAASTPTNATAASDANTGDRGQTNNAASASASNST
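Test system: GST-fused GSK3beta enzyme, cell-free | Quantity: 1.6 ng GST-GSK3beta enzyme per well | Reagent: 25 µM ATP with peptide substrate | Schedule: 60 min enzyme reaction, room temperature | Signal: Luminescent ADP-Glo measurement of ADP formed | Read-out basis: Score relative to plate controls | Control set: DMSO and 20 µM GW8510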
HSF-1 act = increases HSF-1 driven luciferase reporter signal; 300,000 compounds, 1.7% hits; AID 504408; NIH3T3-HGL HSF-1 luciferase reporter, MG132, 8 h; 100% = twice DMSO control signal; activation, % at 9 µM;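 active = mean replicate activation of at least 50% with a set share of replicates each reaching 50%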;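 note: 0% = median of the neutral control wells and 100% = twice that signal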
Dyrk1A ADPGlo = blocks rat Dyrk1A kinase activity. ADP-Glo luminescence, NFATc1 peptide. inhibition, % at 12.5 µM. 310,000 compounds, 0.43% hits. AID 504441; in the data active = inhibition above about 50%;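 note: plate controls were vehicle with enzyme for no effect and no enzyme for full effect; many of its hits are not listed in these tables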
KLF5 inh = suppresses KLF5 promoter-driven expression | DLD-1 KLF5 promoter-luciferase reporter, luminescence | inhibition, % at 5 µM | 290,000 compounds, 0.23% hits | AID 1700;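 active = inhibition above a per-plate limit of that plate's mean compound inhibition plus 3 SD, cut at about 60% in these data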;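 note: 0% = DMSO wells and 100% = LY294002 at 200 µM; higher means less KLF5 promoter-driven luciferase light; inactives centre near -14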
aSyn 5UTR inh = 5' untranslated region of α-synuclein, MLPCN primary screen; alpha-synuclein 5'UTR reporter, inhibitor activity; inhibition, % (tested at 7.5 µM); 300,000 compounds, 0.82% hits; in the data active = inhibition above about 60%;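 note: H4 neuroglioblastoma cells stably carrying SNCA 5'UTR luciferase fusion; 0% = DMSO wells and 100% = positive control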
HSF1 inh = HSF1 inhibition; NIH3T3-HGL HSE-luciferase, MG132-induced, luminescence 8 h; stronger effect = lower value; activity change, negative = inhibition, % at 7.5 µM (by protocol); 300,000 compounds, 0.77% hits;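 active = more than half of replicate wells show activity change below -50%, luminescence cut by over half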;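 note: luciferase reports HSF-1 transcriptional activity via heat shock element; 0% = median of DMSO wells and -100% = zero luminescence signal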
Active calls of the source: *; . = not tested or not shown; & = joins results of further samples. The list is partial. The share of hits here may be higher or lower than overall.

The line under a structure holds: IEC-6 tox, GSK3A inh, HSP90 refold inh, Platelet DG rel, GSK3beta inhib, HSF-1 act, Dyrk1A ADPGlo, KLF5 inh, aSyn 5UTR inh, HSF1 inh
COc1ccccc1/C=C1/SC(=S)N(CCC(=O)Nc2cccnc2)C1=O
  -13, 0, 1, 2, 2, 10, -2, -23, 12, 7
CCSC1=NC2(CCCCC2)Nc2sc3c(c21)CCCC3
  -2, 1, 0, 8, -3, 47, 11, -19, -12, 17
CCN(CC)S(=O)(=O)c1cccc(NC(=O)c2cc3ccccc3o2)c1
  -2, 0, 1, 0, -3, -22, 4, -6, -126, -6
COc1cc(C(=S)N2CCOCC2)ccc1OC(=O)c1cccc(C)c1
  -8, 0, 1, 3, 1, 4, 15, 4, 6, 1
COc1ccc(CCNC(=O)CCc2ccc(OC)cc2)cc1
  2, -1, -2, -14, 2, 0, ., -12, 2, 1
CC1CCc2nc3ccc(S(=O)(=O)N4CCC(C(=O)O)CC4)cc3c(C(=O)O)c2C1 (stereo not drawn)
  -2, -1, -3, -30, 1, -10, -3, -13, -2, -7
NNC(=O)CCCNc1ncc(C(F)(F)F)cc1Cl
  0, -2, -2, -3, -2, -3, 4, 2, -7, 2
CCCN(C(=O)CCNC(=O)Cn1cnc2ccccc2c1=O)c1cccc(Cl)c1
  -4, -1, -3, 7, -27, 12, -4, -6, -12, 4
Cc1cccn2c(=O)c3cc(C(=O)NCc4ccco4)c(=N)n(CCOCCO)c3nc12
  -3, 2, -2, -10, 1, 44, -5, -2, -16, 1
CC(CC(F)(F)F)N1CCC(n2nccc2NC(=O)CCOc2ccccc2)CC1 (stereo not drawn)
  1, 0, -1, -3, 0, -12, ., -6, -11, -5
CC(C)(C)NC(=O)C(=O)NCCC1=CCCCC1
  -6, 0, -6, 7, -2, 27, 1, -24, -44, 3
S=C1NCN(Cc2ccco2)CN1c1cccc2ccccc12
  5, -1, -1, ., -2, ., 16, -13, ., .
Cc1ccc(NS(=O)(=O)c2ccccc2[N+](=O)[O-])cc1C
  -4, -1, -1, 2, 0, 25, -4, -37, -41, -6
COc1cccc(COC(=O)c2ccc3c(=O)n4c(nc3c2)CCC4)c1OC
  ., -4, ., 5, 3, -3, 1, ., -4, 3
N#CCCN(Cc1cccs1)C(=O)Nc1ccc(F)cc1
  -5, -4, -2, 1, -7, -12, ., -7, 8, -11
Cc1occc1-c1nnc(SCC(=O)N2CCN(c3ccc(F)cc3)CC2)n1C
  0, 2, 0, ., 1, -1, 4, 7, -3, -1
CCN1CCN(CCNC(=O)c2ccc3c(c2)NC(=O)/C(=C\c2ccc(OC)c(OC)c2)S3)CC1
  -6, 20, -4, 20, -35, -10, 19, -29, -17, -12
COc1ccc(Cc2nnc(NC(=O)Nc3cccc(OC)c3)s2)cc1
  -3, 0, 1, 1, -6, 16, 2, 6, -11, 1
Cc1cc(SCc2cccc(Cl)c2)nc(=O)[nH]1
  -7, -3, -2, -1, 2, 20, 2, -9, 3, 11
COc1cc(C)ccc1OCc1cc(C(=O)NCCN2CCCC(O)C2)no1 (stereo not drawn)
  -2, -1, -5, -21, 2, -6, -1, -11, -26, -2
Cc1ccc(NC(=O)CSc2nnc(Cc3csc(C)n3)o2)c(C)c1
  ., -1, ., -3, 3, -1, 15, ., -10, -4
CC(=O)Nc1ccc(NC(=O)c2ccc(COc3ccc4c(C)cc(=O)oc4c3)cc2)cc1
  8, 4, -2, -14, 3, 14, ., -33, 15, -9
COc1ccc(C(=O)NCCCN2CCOCC2)cc1Br
  4, 3, -1, -5, 0, 3, 3, 8, 2, -3
Cc1cc(C)n2cc(COc3ccccc3)nc2n1
  -2, 2, -2, -22, -2, 9, 0, -1, -4, 3
CCOC(=O)c1cc(CC)sc1NC(=O)COC(=O)c1ccccn1
  ., 2, ., 21, -1, -2, -15, ., 9, 2
COc1cc2[nH]c3c(N4CCC(C(N)=O)CC4)ncnc3c2cc1OC
  -2, -1, -1, -3, -2, 3, ., -24, -8, 1
CC1=CC=CN2C1=NC(=O)CC2(C)C(=O)N(CC(=O)NC1CCCC1)c1cc(C)cc(C)c1 (stereo not drawn)
  0, -2, 1, 2, 0, -3, -1, -12, -21, -2
C=CCNc1cnn(-c2ccc(C)cc2)c(=O)c1Sc1ccc(C)cc1
  1, 0, 4, 17, -2, -7, -1, -10, 14, -5
O=C1Nc2ccc(Br)cc2/C1=C/C1CC=CCC1 (stereo not drawn)
  4, 15, 3, 13, 2, -22, 16, -32, 4, 0
FC(F)(F)c1cc(CCN2C(=S)NC[C@@H]2c2ccccc2)cc(C(F)(F)F)c1
  ., 2, ., -1, -2, 12, 5, ., 10, 0
COc1ccc(-n2nc(C(=O)NCC(=O)N3CC(C)CC(C)C3)c3ccccc3c2=O)c(OC)c1 (stereo not drawn)
  -1, 0, -2, 5, -1, 7, 2, -16, -52, 1
O=C(O)c1[nH]c2ccc([N+](=O)[O-])cc2c1-c1ccccc1
  -1, 37, -1, 6, 3, -3, 53*, 5, -9, -2
O=[N+]([O-])c1ccccc1S(=O)(=O)n1nnc2ccccc21
  -7, -1, 2, 0, 2, 10, 0, 4, 25, -1
Cc1nn(CC(=O)O)c(C)c1C
  -5, -2, 3, 0, -6, 0, 2, -17, 1, -3
CC1CC(C)CN(Cc2nc(N)nc(Nc3ccccc3)n2)C1 (stereo not drawn)
  -3, -2, -6, -3, -6, 1, 13, -60, 3, -2
COc1ccc(-c2cc(C(F)(F)F)nc(SCCC(=O)NCc3ccccc3)n2)cc1
  3, 0, -3, 2, 2, -13, 5, -27, 8, 6
C=CCSc1nsc(NC(=O)Nc2ccc(F)cc2)n1
  32*, 0, 4, -2, -2, 35, ., -13, 10, 17
Cc1onc(-c2ccccc2Cl)c1C(=O)NNC(=O)c1ccccc1F
  10, 0, 2, -6, -1, -18, -9, -9, -4, 1
O=C1N=C(N2CCOCC2)SC1=C1CCCCC1
  7, -2, 0, 1, 1, 2, 0, -60, -85, 1
CCN(Cc1nc(-c2ccc(OC)cc2)no1)C(=O)c1ccc2c(c1)OCO2
  -5, 0, 5, -2, 2, -16, 0, -21, 12, -1

Laid out differently: 13 of the compounds above.
SMILES	IEC-6 tox	GSK3A inh	HSP90 refold inh	Platelet DG rel	GSK3beta inhib	HSF-1 act	Dyrk1A ADPGlo	KLF5 inh	aSyn 5UTR inh	HSF1 inh
C=CCNc1cnn(-c2ccc(C)cc2)c(=O)c1Sc1ccc(C)cc1	1	0	4	17	-2	-7	-1	-10	14	-5
O=C1Nc2ccc(Br)cc2/C1=C/C1CC=CCC1 (stereo not drawn)	4	15	3	13	2	-22	16	-32	4	0
FC(F)(F)c1cc(CCN2C(=S)NC[C@@H]2c2ccccc2)cc(C(F)(F)F)c1	.	2	.	-1	-2	12	5	.	10	0
COc1ccc(-n2nc(C(=O)NCC(=O)N3CC(C)CC(C)C3)c3ccccc3c2=O)c(OC)c1 (stereo not drawn)	-1	0	-2	5	-1	7	2	-16	-52	1
O=C(O)c1[nH]c2ccc([N+](=O)[O-])cc2c1-c1ccccc1	-1	37	-1	6	3	-3	53*	5	-9	-2
O=[N+]([O-])c1ccccc1S(=O)(=O)n1nnc2ccccc21	-7	-1	2	0	2	10	0	4	25	-1
Cc1nn(CC(=O)O)c(C)c1C	-5	-2	3	0	-6	0	2	-17	1	-3
CC1CC(C)CN(Cc2nc(N)nc(Nc3ccccc3)n2)C1 (stereo not drawn)	-3	-2	-6	-3	-6	1	13	-60	3	-2
COc1ccc(-c2cc(C(F)(F)F)nc(SCCC(=O)NCc3ccccc3)n2)cc1	3	0	-3	2	2	-13	5	-27	8	6
C=CCSc1nsc(NC(=O)Nc2ccc(F)cc2)n1	32*	0	4	-2	-2	35	.	-13	10	17
Cc1onc(-c2ccccc2Cl)c1C(=O)NNC(=O)c1ccccc1F	10	0	2	-6	-1	-18	-9	-9	-4	1
O=C1N=C(N2CCOCC2)SC1=C1CCCCC1	7	-2	0	1	1	2	0	-60	-85	1
CCN(Cc1nc(-c2ccc(OC)cc2)no1)C(=O)c1ccc2c(c1)OCO2	-5	0	5	-2	2	-16	0	-21	12	-1

Further compounds follow.
The line under a structure holds: IEC-6 tox, GSK3A inh, HSP90 refold inh, Platelet DG rel, GSK3beta inhib, HSF-1 act, Dyrk1A ADPGlo, KLF5 inh, aSyn 5UTR inh, HSF1 inh
COc1cccc(OC)c1OCCNCC1COc2ccccc2O1 (stereo not drawn)
  ., -3, ., -9, 7, 53*, 3, ., -5, 34
Cc1ccccc1S(=O)Cc1ccc(C(=O)NCCN2CCOCC2)o1 (stereo not drawn)
  6, -4, -3, 3, -2, -11, 2, -24, 17, 5
Cc1ccc2c(c1)OC(c1ccc3c(c1)OCCO3)CC2=O (stereo not drawn)
  -2, -2, -3, -4, 2, 8, -1, -144, -151, -3
Nc1nnc(SCC(=O)OCC(=O)Nc2ccc(Br)cc2)s1
  -3, -2, 2, -3, 1, 5, -5, -6, 2, -6
COc1ccc(C(=O)NCCS(=O)(=O)N2CCc3ccccc3C2)cc1
  ., -2, ., -13, 1, 3, 12, ., -1, -1
CCN(CC)S(=O)(=O)c1ccc(OC)c(NS(=O)(=O)Cc2ccccc2)c1
  5, 1, -1, -1, -1, -7, ., -19, 5, -10
Cc1ccc(S(=O)(=O)NCC(c2cccnc2)N2CCOCC2)cc1 (stereo not drawn)
  0, -1, -3, -2, 0, 1, -3, -22, 5, -2
CC(C)Oc1ccc2c(=O)c(-c3ccccc3)coc2c1
  2&-2, -3, 0&-3, 11, 0, -4, 4, -133&-169, -24, -2
COc1ccc(-n2ncc3c(N4CCC(C)CC4)ncnc32)cc1
  -6, -2, 29*, 27, 1, -19, 5, -43, 18, -16
COc1cc(CN2CCCCCC2)c([N+](=O)[O-])cc1OC
  -8, -4, 8, -2, -4, -20, ., -29, 10, -5
CCCCN(C)C(=O)C1CCN(CCCc2ccccc2)CC1
  -7, -5, -2, ., 1, -6, 14, -7, -1, -3
Cc1ccc(C)c(NC(=O)C2CCCN(S(=O)(=O)c3ccc4[nH]c(=O)ccc4c3)C2)c1 (stereo not drawn)
  -1, 1, -8, 22, 2, 38, 3, -10, 5, 12
O=C(/C=C/c1cccc([N+](=O)[O-])c1)N1CCN(Cc2ccc3c(c2)OCO3)CC1
  -7, -2, 0, 3, -2, 0, 2, -6, 20, -1
Cc1ccc(NS(=O)(=O)c2cccc(C(=O)N3CCCC(C)C3)c2)cc1 (stereo not drawn)
  ., 1, ., 2, 0, 18, 5, ., 3, 7
CC(Sc1nc2ccccc2o1)C(=O)O (stereo not drawn)
  0, -1, -3, 5, 3, -5, -6, -147, -26, -1
Cc1nn(-c2ccccc2)c(C)c1C(=O)OCC(=O)N(C)C1CCS(=O)(=O)C1 (stereo not drawn)
  4, 0, 3, 4, 1, 0, 1, -48, -90, -5
COC(=O)C1=C(C)N(C)C(=S)NC1c1c(OC)ccc2ccccc12 (stereo not drawn)
  -7, -1, 0, -13, 2, 8, -9, -20, -23, -6
